TRPC6 act – mouse TRPC6 channel activators, primary screen, cell-based, HEK293, membrane potential dye. B-score at 10 µM. actives 0.13% (n = 310,000). HEK293-TRPC6 membrane potential dye fluorescence; active compounds read high. Short transient receptor potential channel 6 (Mus musculus), Q61143;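 active means B-score of the integrated fluorescence ratio above library mean plus 3 SD, and starting fluorescence ratio within library mean plus 5 SD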;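 further: higher score means more depolarization so channel activation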
Target sequence (Q61143 whole entry, looked up): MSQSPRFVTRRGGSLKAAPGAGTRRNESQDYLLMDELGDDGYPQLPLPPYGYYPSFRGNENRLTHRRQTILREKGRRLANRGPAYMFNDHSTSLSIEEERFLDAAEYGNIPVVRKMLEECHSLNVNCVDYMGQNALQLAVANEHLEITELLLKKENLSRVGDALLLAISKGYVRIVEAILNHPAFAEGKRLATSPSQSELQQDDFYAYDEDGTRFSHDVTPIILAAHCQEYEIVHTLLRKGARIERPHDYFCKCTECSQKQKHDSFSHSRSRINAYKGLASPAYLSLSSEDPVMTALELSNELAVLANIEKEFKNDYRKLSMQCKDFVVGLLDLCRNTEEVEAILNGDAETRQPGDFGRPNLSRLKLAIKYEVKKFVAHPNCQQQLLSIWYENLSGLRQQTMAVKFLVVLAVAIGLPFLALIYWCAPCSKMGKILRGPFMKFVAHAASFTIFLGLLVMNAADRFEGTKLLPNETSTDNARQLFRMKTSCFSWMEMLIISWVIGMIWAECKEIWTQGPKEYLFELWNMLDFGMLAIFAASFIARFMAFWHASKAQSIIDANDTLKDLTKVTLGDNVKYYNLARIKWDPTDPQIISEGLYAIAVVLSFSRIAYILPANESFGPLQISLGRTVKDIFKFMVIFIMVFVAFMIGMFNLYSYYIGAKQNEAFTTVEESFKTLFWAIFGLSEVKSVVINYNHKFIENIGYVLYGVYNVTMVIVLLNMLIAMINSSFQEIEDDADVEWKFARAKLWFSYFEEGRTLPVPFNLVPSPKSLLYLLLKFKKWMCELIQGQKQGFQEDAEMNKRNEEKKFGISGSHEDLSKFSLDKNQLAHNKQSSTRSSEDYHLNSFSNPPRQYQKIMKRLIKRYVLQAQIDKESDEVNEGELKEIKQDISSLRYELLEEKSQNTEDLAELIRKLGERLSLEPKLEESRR
RGS4 act – RGS4 potentiators or activators, primary screen, cell-based, HEK293 M3R inducible RGS4, calcium flux | carbachol calcium flux Fluo4; active compounds read low | B-score at 10 µM | actives 0.92% (n = 310,000);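 active means B-score of the integrated calcium signal more than 4 SD below the library mean, with starting fluorescence not abnormally high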;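 further: negative B-score means reduced calcium response which marks RGS4 activation or potentiation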
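Assay system: Inducible-RGS4 HEK293 cells carrying M3 receptor | Schedule: Compound preincubation 20 min at room temperature before agonist | Signal: Kinetic calcium fluorescence imaging with Fluo4-AM dye, 2 µM | Read-out basis: B score from integrated fluorescence ratio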
MrgX1 PAM – positive allosteric modulators of MrgX1, primary screen, HEK293 cells, Fluo-4 calcium flux. Mas-related G-protein coupled receptor member X1 (Homo sapiens), Q96LB2. FDSS; active compounds read high. B-score at 10 µM. actives 0.63% (n = 310,000). AID 588675, 2011;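 active means plate-corrected calcium response at least 3 library SD above typical, normal starting fluorescence, not activating the receptor alone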;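 further: compound read alongside a low EC10 to EC30 dose of BAM8-22 agonist; peak minus trough fluorescence over baseline measured at the second addition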
Platelet DG rel – inhibitors of platelet dense granule secretion, primary screen, cell-based, MLPCN, human platelets; inhibition, %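 (compounds screened at 7.5 µM in platelet-rich plasma)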; human platelet-rich plasma, SFLLRN dense granule ATP release, luminescence; actives 0.22% (n = 300,000);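 active means mean replicate score, as percent of positive control, at or above 50; inconclusive means mean below 50 but at least one replicate at or above 50; inactive means mean and every replicate below 50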
MrgX1 agonist – agonists of human MrgX1 receptor, primary screen, HEK293 cells, Fluo-4 calcium flux | B-score at 10 µM | Fluo-4 calcium fluorescence, agonist mode; active compounds read high | actives 0.44% (n = 310,000) | AID 588627, 2011;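 active means calcium response B-score plate-corrected fluorescence ratio at least 3 library SD, with starting fluorescence B-score inside 5 SD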
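Material: MrgX1-expressing HEK293 cells / Dosing: compound as first of three additions / Incubation: overnight seeding, then 1 h dark dye loading / Signal: Fluo-4 NW calcium fluorescence / Evaluation: B-scored fluorescence response ratio / Benchmarks: positive and negative control wells on each plate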
MrgX1 antagonist – antagonists of human MrgX1 receptor, primary screen, HEK293 cells, Fluo-4 calcium flux; Mas-related G-protein coupled receptor member X1 (Homo sapiens), Q96LB2; BAM8-22 antagonism; active compounds read low; B-score at 10 µM; actives 1.3% (n = 310,000); AID 588676, 2011;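 active means calcium-response B-score plate-corrected more than 3 library SD below zero, starting fluorescence within 5 deviations, no agonist response on first addition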;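 further: peak minus trough fluorescence over baseline after final BAM8-22 challenge near maximal dose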
SKKanGAS inh – S. pyogenes SKKanGAS growth inhibitors in kanamycin, primary screen, streptokinase expression inhibitor project, SKKanGAS strain, BacTiter-Glo luminescence. 6 h. inhibition, % at 7.5 µM. actives 1.3% (n = 300,000);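 active means mean replicate score, as percent of positive control median, at least 50; inconclusive means mean below 50 but one replicate at or above 50; inactive means mean and every replicate below 50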;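 further: strain carries kanamycin resistance gene driven by streptokinase promoter and grows in 40 µg/ml kanamycin; loss of luminescence reflects streptokinase promoter inhibition or plain growth inhibition; 0% = median of DMSO wells and 100% = positive control at its reference dose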
TRPC4 inh – inhibitors of mouse TRPC4 channel, primary screen, Fluo4 calcium, HEK293 TRPC4beta/mu-opioid cells; actives 0.39% (n = 300,000); B-score at 10 µM; Short transient receptor potential channel 4 (Mus musculus), Q9QUQ5; DAMGO-evoked Fluo4 calcium flux; active compounds read low; AID 2247, 2010;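 active means B-score over 3 SD under the library average, no early fluorescence shift, positive overall ratio signal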
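test system = HEK293 cells with stable TRPC4beta plus mu-opioid receptor expression | detection = Fluo4 Ca2+ flux fluorescence | read-out = integrated fluorescence ratio relative to baseline, converted to per-well B score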
RGS4 inh – RGS4 inhibitors, primary screen, cell-based, HEK293 M3R inducible RGS4, calcium flux; Regulator of G-protein signaling 4 (Homo sapiens), P49798; Fluo-4 calcium flux; active compounds read high; triggered by carbachol at its EC20; B-score at 10 µM; actives 0.45% (n = 310,000); AID 463165, 2010;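 active means B-score, a plate-corrected calcium signal, over three deviations above library mean, with baseline fluorescence within five deviations of library mean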;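 further: RGS4 expression induced by doxycycline in cells with stable M3 receptor; B-score is computed from the integrated fluorescence ratio over baseline after carbachol; higher B-score means a larger calcium signal and so more RGS4 inhibition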
HIF activator – HIF pathway transcriptional activators, primary screen, cell-based, U2OS HRE-luciferase, luminescence; U2OS HRE-luciferase reporter; normalized: DMSO 0%, desferrioxamine 100%; activation, % at 7.5 µM (by protocol); actives 0.32% (n = 300,000); AID 1910, 2009;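 active means mean activation of at least 10% of the iron chelator positive control signal, with at least half of replicates also reaching 10%; inconclusive means mean and replicate majority disagree about reaching 10%; inactive means mean and most replicates under 10%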
TRPC6 inhibitor – mouse TRPC6 channel inhibitors, primary screen, cell-based, HEK293, membrane potential dye; Short transient receptor potential channel 6 (Mus musculus), Q61143; AID 2553, 2010; ACh-evoked depolarization; active compounds read low; B-score at 10 µM; actives 1.1% (n = 310,000);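 active means B-score under library mean minus 3 SD, initial fluorescence not abnormally high, positive integrated signal ratio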;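 further: B-score derived from integrated fluorescence ratio over the kinetic read; more negative B-score means stronger inhibition of depolarization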
* = called active by the depositor; i = inactive; ? = inconclusive; . = not tested or not shown.

Order of results: TRPC6 act, RGS4 act, MrgX1 PAM, Platelet DG rel, MrgX1 agonist, MrgX1 antagonist, SKKanGAS inh, TRPC4 inh, RGS4 inh, HIF activator, TRPC6 inhibitor
COCCN1Cc2cccc(C(=O)Nc3cccc(OC)c3)c2C1=O
 : i, i, i, 6, i, i, 13, i, i, -0.1, i
O=C(CNCCN1CCOCC1)Nc1ccccc1Sc1ccccc1
 : i, i, i, 5, i, i, -5, i, i, -0.2, i
CCC(Oc1ccccc1)C(=O)Nc1nnc(S(=O)(=O)N2CCCCC2)s1 (centres undefined)
 : i, i, i, 1, i, i, -5, i, i, 0.0, i
CCOc1cc(C)c(-c2onc(C(F)(F)F)c2-c2csc(C)n2)c(O)c1
 : i, i, i, 8, i, i, 12, i, i, -0.6, i
CCCCc1nc2cc(C(=O)NCc3cc(C)n(C)n3)ccc2o1
 : i, i, i, -2, i, i, -3, i, i, 1.5, i
COc1cccc2[nH]c3c(N4CCC(C(N)=O)CC4)ncnc3c12
 : i, i, i, -20, i, i, -8, i, i, -0.4, i
COc1cccc(N2CCN(C(=O)Cn3c(=O)oc4ccccc43)CC2)c1
 : i, i, i, -1, i, i, -1, i, i, 1.5, i
CN(C)/C=C1/C=C(c2ccccc2)OC1=O
 : i, i, i, 3, i, i, -2, i, i, 1.0, i
COc1cccc(NC(=O)NCCC2=CCCCC2)c1
 : i, i, i, 7, i, i, -9, i, i, 2.3, i
CCN1CCN(C(=O)N2CCOCC2)CC1
 : i, i, i, 2, i, i, 5, i, i, -0.3, i
O=C(NCCCN1CCCC1=O)C(=O)NCC1OCCCN1S(=O)(=O)c1cc(F)ccc1F (centres undefined)
 : i, i, i, -3, i, i, 3, i, i, -0.1, i
CCNc1nc(NCC)nc(NC(N)=S)n1
 : i, i, i, 4, i, i, -1, i, i, 0.1, i
CSc1ccccc1OCc1cc(C(=O)N2CCN3CCCC3C2)no1 (centres undefined)
 : i, i, i, -5, i, i, -1, i, i, 0.8, i
O=C(NCc1ccco1)c1ccccc1NS(=O)(=O)c1ccc2c(c1)OCCO2
 : i, i, i, 6, i, i, 5, i, i, 0.3, i
COc1cccc(C2CC(C(F)(F)F)n3nc(C(=O)Nc4c(C)n(C)n(-c5ccccc5)c4=O)cc3N2)c1 (centres undefined)
 : i, i, i, -3, i, i, 1, i, i, -0.3, i
COC(=O)c1ccncc1N
 : i, i, i, -2, i, i, 8, i, i, -0.3, i
COc1ccc(C(=O)c2ccc(CC(=O)O)s2)cc1
 : i, i, i, 0, i, i, 6, i, i, -1.6, i
CCN(CC)C(=O)Oc1ccc(Br)cc1C(=O)Nc1ccc(F)c(Cl)c1
 : i, i, i, -4, i, i, 4, i, i, 0.0, i
CSc1cccc(NC(=O)CN2C(=O)COc3ccc(S(=O)(=O)N4CCOCC4)cc32)c1
 : i, i, i, -3, i, i, -2, i, i, -0.3, i
CC(=O)Nc1ccc(SCC(=O)N(CCC#N)c2ccc(C)cc2)cc1
 : i, i, i, 2, i, i, -3, i, i, 0.0, i
Cn1c(C(=O)N[C@@H](Cc2ccccc2)C(=O)O)cc2cc(F)ccc21
 : i, i, i, -7, i, i, -4, i, i, 1.2, i
CCCCCC1CC(COc2ccccc2)OC1=O (centres undefined)
 : i, i, i, -5, i, i, 0, i, i, -0.1, i
COc1cc(OC)c(C2C(C(=O)O)c3ccccc3C(=O)N2C)cc1OC (centres undefined)
 : i, i, i, -2, i, i, 2, i, i, 0.0, i
COc1ccc2[nH]c(=S)[nH]c2c1
 : i, i, i, ., i, i, -1, i, i, ., i
Cc1ccc(NC(=O)CSc2nnnn2-c2ccc3c(c2)OCO3)cc1C
 : i, i, i, -1, i, i, -5, i, i, -0.1, i
O=C(Nc1ccc(F)cc1)C1CCN(S(=O)(=O)c2cccs2)CC1
 : i, i, i, 2, i, i, 5, i, i, 0.4, i
CCN(CC)S(=O)(=O)c1cc(C(=O)Nc2cccnc2Cl)ccc1Cl
 : i, i, i, 8, i, i, 11, i, i, -0.5, i
CN(CC(=O)Nc1ccccc1Cl)C(=O)c1ccccc1Sc1ccccc1C#N
 : i, i, i, 7, i, i, -3, i, i, 0.3, i
CC(NS(=O)(=O)c1ccc(Br)cc1)c1ccccc1 (centres undefined)
 : i, i, i, 12, i, i, -5, i, i, 0.1, i
Cc1cc(/C=C2/NC(=O)NC2=O)c(C)n1-c1cccnc1
 : i, i, i, 18, i, i, -6, i, i, -0.8, i
O=C(CSc1n[nH]c(-c2ccccc2)n1)N1CCCC1
 : i, i, i, -14, i, i, 1, i, i, 0.7, i
COc1ccc(C2c3ccc(O)cc3Oc3ncn4nc(-c5ccncc5)nc4c32)cc1OC (centres undefined)
 : i, i, i, 1, i, i, ?, i, i, 0.1, i
COc1cc(S(=O)(=O)N2CCCCC2)ccc1NC(=O)c1ccc(F)cc1
 : i, i, i, -7, i, i, -9, i, i, -0.2, i
O=C(Nc1ccccc1-c1ccccc1)C(c1ccccc1)c1ccccc1
 : i, i, i, 2, i, i, -1, i, i, -0.2, i
Cc1c(C(=O)N2CCN(c3cccc(Cl)c3)CC2)cccc1[N+](=O)[O-]
 : i, i, i, 6, i, i, 4, i, i, -0.4, i
CCOC(=O)N1CCN(C(=O)CSc2ccc(Cl)cc2)CC1
 : i, i, i, 0, i, i, 4, i, i, 0.9, i
COc1ccc(OC)c(NC(=O)Cc2nn(C)c(=O)c3ccccc23)c1
 : i, i, i, -2, i, i, -9, i, i, 0.4, i
Cc1oc(-c2cccc3ccccc23)nc1CN1CCN(c2ncnc3ccccc23)CC1
 : i, i, i, 1, i, i, 5, i, i, -1.6, i
Cc1c(C#N)c(=O)c(-[n+]2ccccc2)c([S-])n1-c1ccc(Cl)cc1
 : i, i, i, -2, i, i, -5, i, i, 0.1, i
O=C(c1cccs1)N(C(=O)c1cccs1)c1ccccn1
 : i, i, i, 3, i, i, 0, i, i, 1.7, i
O=C(NCc1ccccn1)c1ccc(Cl)cc1Cl
 : i, i, i, 5, i, i, 1, i, i, 0.7, i
CCO[C@H]1OC(C(=O)NC2CC2)=C[C@@H](c2ccc3c(c2)OCO3)[C@@H]1CCCO
 : i, i, i, 0, i, i, 0, i, i, -0.1, i
O=C(c1cccc(N2C(=O)c3ccccc3C2=O)c1)N1CCCC(C(F)(F)F)C1 (centres undefined)
 : i, i, i, -2, i, i, 1, i, i, -0.7, i
Oc1c(Cl)cc(Cl)cc1/C=N/c1ncn[nH]1
 : i, i, i, 7, i, i, 13, i, i, -4.6, i
O=C(CCc1nnc(CCC2CCCCC2)o1)NCc1ccon1
 : i, i, i, -5, i, i, 0, i, i, 0.6, i
CCc1nnc(NS(=O)(=O)c2ccc(NC(=S)NC(=O)/C=C/c3ccc([N+](=O)[O-])cc3)cc2)s1
 : i, i, i, -1, i, i, -1, i, i, -0.2, i
CSc1nc(Cl)cc(N2CCOCC2)n1
 : i, i, i, 1, i, i, 4, i, i, 0.1, i
COC(=O)CCCNC(=O)c1ccc2nc(Cc3ccc(OC)cc3)oc2c1
 : i, i, i, 8, i, i, 2, i, i, 2.0, i
O=C(NNC(=O)c1ccccc1OCc1ccccc1)c1ccccc1F
 : i, i, i, 1, i, i, 3, i, i, 2.4, i
CCCCn1nnnc1SCC(=O)NCc1ccco1
 : i, i, i, 1, i, i, -4, i, i, -0.1, i
O=C(NCC1CCCO1)C(c1cccs1)N(Cc1ccccc1)C(=O)c1ccc(-c2ccccc2)[nH]1 (centres undefined)
 : i, i, i, 1, i, i, 31, i, i, -0.6, i
Cc1nnc(SCc2nnc(-c3ccc(Cl)cc3)o2)n1-c1ccccc1
 : i, i, i, 0, i, i, -2, i, i, 0.4, i
CC(C)(C)NC(=S)NNC(=O)c1ccncc1
 : i, i, i, 26, i, i, -5, i, i, 0.3, i
COc1ccc(OC)c(C2=Nn3c(nnc3-c3ccco3)SC2)c1
 : i, i, i, -4, i, i, 15, i, i, 0.1, i
CCC(=O)N1CCN(c2ccc(Cl)cc2NC(=S)NC(=O)c2ccco2)CC1
 : i, i, i, 2, i, i, 14, i, i, 0.3, i
FC(F)(F)c1ccc(N2CCN(Cc3ccc4c(c3)OCO4)CC2)nc1
 : i, i, i, -4, i, i, -9, i, i, -0.5, i
CCOC(=O)CSc1nnc(-c2ccccc2)o1
 : i, i, i, 2, i, i, -4, i, i, -0.2, i
COc1ccccc1N1CCN(S(=O)(=O)c2ccccc2)CC1
 : i, i, i, -9, i, i, -7, i, i, -0.8, i
CCCn1c(SCC(N)=O)nc2c(c1=O)C1(CCCC1)Cc1ccccc1-2
 : i, i, i, -5, i, i, -7, i, i, 1.3, i
COc1ccc(/C=C2\SC(=S)N(CCCC(=O)Nc3cc(C)on3)C2=O)cc1OC
 : i, i, i, 7, i, i, 2, i, i, -0.3, i
CN(C(=O)c1ccccn1)c1nnc(-c2ccccn2)s1
 : i, i, i, 3, i, i, 1, i, i, 2.3, i
CN(C)CCCOC(=O)c1ccccc1
 : i, i, i, -2, i, i, 4, i, i, -0.8, i
Cc1ccc(-c2nnc(SCC(=O)Nc3nccs3)n2N)cc1
 : i, i, i, 1, i, i, -3, i, i, -0.1, i
